Screens deposited in PubChem by University of Kansas High Throughput Screening Laboratory.
mHTT-CaM PPI inh = mutant huntingtin-calmodulin interaction inhibitors – biochemical, AlphaScreen, primary screen | actives 3.6% (n = 190,000) | AlphaScreen His-mHTT/GST-CaM binding, luminescence | inhibition, % at 15 µM;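 further: 0% = both proteins with DMSO and 100% = one protein alone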
Pf apPOL block = Pf-apPOL inhibitors, biochemical, fluorescence; Recombinant Pf-apPOL, molecular beacon fluorescence, 1.5 h; actives 0.25% (n = 210,000); inhibition, % at 10 µM; AID 1794808, 2022; Plasmodium falciparum apicoplast DNA polymerase (apPOL)
An asterisk follows results filed as active; · = no result given; & = joins results of further samples. No stated cut-off is given here; in the data, active means inhibition above about 50%; inactive means the rest. The list is partial. The share of hits here may be higher or lower than overall.

SMILES | mHTT-CaM PPI inh | Pf apPOL block
CC(C)CNC(=O)C1CCCN(c2ncc(-c3ccccc3)cn2)C1 (stereo not given) | -12 | -6
COc1ccc(NC(=O)Cn2c(-c3cccc(C)c3)nc3ccccc3c2=O)cc1Cl | -3 | 1
Oc1c(I)cc(Br)cc1C=Nc1ccc(F)cc1 | 7 | 1
O=C(NCc1cccc(Cl)c1)C1CCN(C(=O)c2cc3ccsc3[nH]2)CC1 | 13 | -2
O=[N+]([O-])c1ccc(N2CCN(Cc3ccc4c(c3)OCO4)CC2)cc1 | 26 | -2
O=C(NCCc1cccnc1)C1CN(S(=O)(=O)c2ccccc2)CC12CCCCC2 (stereo not given) | 3 | -5
CCOc1ccccc1NC(=O)N1CC2CCCN2c2ccccc21 (stereo not given) | 80* | 1
Cc1cc(C)nc(NS(=O)(=O)c2cc(Cl)ccc2Cl)n1 | 4 | ·
CCNC(=O)N1CCCC1c1nc2cc(-c3ccccc3F)ccc2o1 (stereo not given) | 34 | -6
COCCNC(=O)C1(C)CCC(=O)N1c1cc(C)ccc1C (stereo not given) | -1 | 1
COc1ccc(C(=O)Nc2c(-c3ccccc3)nc3ccc(C)cn23)cc1 | 6 | -1
C=CCNC(=O)c1c[nH]n2c(=O)c(Cc3ccc(F)cc3)c(C)nc12 | 13 | -2
NC(=S)NNC(=O)c1cccc(C(F)(F)F)c1 | · | 0&3
O=C(CSc1ccncc1)N1CC2CN(S(=O)(=O)c3cccc(F)c3)CC(C1)O2 | -4 | -1
CCCCCCCCNC(=O)C1CSCCS(=O)(=O)N1Cc1ccc(OC)cc1 (stereo not given) | -2 | -2
O=C(COc1ccc(Br)cc1)Nc1ccc(F)cc1F | -10 | -1
CC1CCCN(c2nc3c(c(=O)n(C)c(=O)n3C)n2CC(=O)c2ccc(Br)cc2)C1 (stereo not given) | 7 | 10
Cc1ccsc1C(=O)NCc1ccc2c(c1)ncn2C | -2 | 0
Nc1nc(SCC(=O)OCc2ccccc2)[nH]c(=O)c1NC(=O)c1ccc(F)cc1 | -18 | -4
CC1CCN(C(=O)C2c3ccccc3CCN2CC(=O)N(C)Cc2ccccc2)CC1 (stereo not given) | 26 | -7
O=C(c1ccc2nsnc2c1)N1CCC(c2nnc(-c3ccco3)s2)CC1 | -6 | 34
O=C(c1nc2ccccc2s1)N1CCN(Cc2nc(-c3ccc(F)cc3)cs2)CC1 | -10 | -7
COc1cc(-c2cc(C(=O)O)[nH]n2)cc(OC)c1OC | 6 | 4
COc1ccc(C2C3CCc4ccccc4C3=NN2C(=O)CSc2nnc(-c3ccncc3)o2)cc1 (stereo not given) | · | -2
Cc1c(CCC#N)c(-n2ccnc2)n2c(nc3ccccc32)c1C#N | -1 | -12
COc1ccc(C=C2Oc3c(CN(C)C)c(O)cc(C)c3C2=O)cc1 | 7 | -11
COc1ccc(Cn2c(Oc3ccccc3)nc3c2c(=O)n(C)c(=O)n3C)cc1 | -6 | 1
COc1ccc(C(=O)Nc2c3c(nn2-c2cccc(C)c2)CSC3)cc1 | 35 | -8
COc1ccc(Nc2ccnc3ccccc23)cc1 | -4 | 3
CCc1nc(SCC(=O)c2c[nH]c3ccccc23)n[nH]1 | -1 | 0
CCN1CCN(C(=O)c2csc(-c3ccc(N4CCCC4)nc3)n2)CC1 | -9 | -2
COc1ccc2cc3cc(C(=O)N(C)c4ccc(C)c(C)c4)oc3nc2c1 | 3 | -4
O=C(O)c1cccc(Oc2ccccc2[N+](=O)[O-])c1 | 2 | -3
CCC(C)n1c(=N)c(C(=O)NC2CCCCC2)cc2c(=O)n3ccccc3nc21 (stereo not given) | -5 | -4
O=C(O)/C=C/c1cccc(N=Cc2ccc(N3CCOCC3)cc2)c1 | -6 | 2
Cc1ccc(Nc2ncnc3ccccc23)cc1C | · | -5&-21
CCOc1ccc(N=Cc2cccc([N+](=O)[O-])c2O)cc1 | 6 | -8
COc1ccc(OC)c2[nH]c(=O)c(CCNC(=O)c3cc(Br)ccc3Cl)cc12 | 17 | -4
COc1cc(OC)cc(C2=N/C(=C\c3ccccc3)C(=O)O2)c1 | -6 | -5
CCCN(C)C(=O)c1cn2ccnc(-c3ccccc3)c2n1 | -1 | 4
Cc1cc(C)cc(N2CCC(NC(=O)Cc3ccsc3)C2=O)c1 (stereo not given) | 4 | 5
COc1ccc(NC(=O)C2CCCCC2C(=O)O)cc1 (stereo not given) | -1 | -4
COc1ccc(CC(=O)N2CCC(CCOc3ccncc3)CC2)cc1 | 11 | -4
COc1ccc(C2=N/C(=C/c3cc(OC)ccc3OC)C(=O)O2)cc1 | 1 | -6
O=[N+]([O-])c1ccc(CN2CCN(c3ccccc3Cl)CC2)o1 | 7 | -4
Fc1ccc(Nc2ncnc3c2cnn3-c2ccc(Cl)cc2)cc1 | 10 | -4
CC(C)(C)c1ccc(NC(=O)CSc2nnc3ccccn23)cc1 | 2 | -7
Cc1ccc(S(=O)(=O)N2CCN(C)CC2)cc1 | -6&-2 | -1&-6

Six compounds picked at random from those above, as already listed:
SMILES | mHTT-CaM PPI inh | Pf apPOL block
COc1ccc(NC(=O)C2CCCCC2C(=O)O)cc1 (stereo not given) | -1 | -4
CC(C)(C)c1ccc(NC(=O)CSc2nnc3ccccn23)cc1 | 2 | -7
Cc1ccc(S(=O)(=O)N2CCN(C)CC2)cc1 | -6&-2 | -1&-6
Fc1ccc(Nc2ncnc3c2cnn3-c2ccc(Cl)cc2)cc1 | 10 | -4
COc1ccc(C2=N/C(=C/c3cc(OC)ccc3OC)C(=O)O2)cc1 | 1 | -6
COc1cc(OC)cc(C2=N/C(=C\c3ccccc3)C(=O)O2)c1 | -6 | -5

Two entries from above in a different format:
Results follow in this order: mHTT-CaM PPI inh | Pf apPOL block
COc1ccc(CC(=O)N2CCC(CCOc3ccncc3)CC2)cc1
 : 11 | -4
O=[N+]([O-])c1ccc(N2CCN(Cc3ccc4c(c3)OCO4)CC2)cc1
 : 26 | -2

Following part.
SMILES | mHTT-CaM PPI inh | Pf apPOL block
Cc1cc(C2CCCN2C(=O)c2cc(-c3ccccc3Cl)on2)on1 (stereo not given) | 4 | -5
CCSc1ccc(C(N)=NOC(=O)c2cccc(C(F)(F)F)c2)cn1 | · | -2
O=C(Cc1cccs1)N1CCCn2nc(-c3ccncc3)cc2C1 | 2 | -8
CCc1cc2c(=O)n(Cc3ccco3)c(SCC(=O)Nc3nccs3)nc2s1 | 1 | -7
O=C(Nc1ccc2c(c1)OCCO2)N1CC2CN(S(=O)(=O)c3ccccc3)CC(C1)O2 | -1 | -6
CCOC(=O)C1CCN(C(=O)C2CCN(c3cncnc3N(C)C)CC2)CC1 | 9 | -20
CC1CCC2C(=O)N(Cc3ccccc3)C(=O)C2C1 (stereo not given) | -12 | -2
CCC(=O)NCc1csc(C2CCCN(C(=O)c3ccc(Cl)s3)C2)n1 (stereo not given) | -3 | -6
COc1ccc(S(=O)(=O)N(CC(N)=O)c2ccc(C)cc2)cc1 | -13 | -10
O=C(NCc1csc(-c2ccccc2)n1)C1CCN(C(=O)NCCc2ccccc2)CC1 | -10 | -8
COc1cc(C2NC(=O)c3c(sc4c3CCCC4)N2)cc(OC)c1OC (stereo not given) | 13 | 1
Cc1ccc(CCNC(=O)c2c[nH]c3ccc(S(=O)(=O)Nc4ccccc4F)cc3c2=O)cc1 | 27 | 2

Single values from the entries so far.
`COc1cc(C2NC(=O)c3c(sc4c3CCCC4)N2)cc(OC)c1OC` (stereo not given) – Pf apPOL block = 1
`Cc1ccc(CCNC(=O)c2c[nH]c3ccc(S(=O)(=O)Nc4ccccc4F)cc3c2=O)cc1` – mHTT-CaM PPI inh = 27
`O=C(Nc1ccc2c(c1)OCCO2)N1CC2CN(S(=O)(=O)c3ccccc3)CC(C1)O2` – Pf apPOL block = -6
`Cc1cc(C2CCCN2C(=O)c2cc(-c3ccccc3Cl)on2)on1` (stereo not given) – Pf apPOL block = -5
`COc1ccc(S(=O)(=O)N(CC(N)=O)c2ccc(C)cc2)cc1` – mHTT-CaM PPI inh = -13

Additional compounds
SMILES | mHTT-CaM PPI inh | Pf apPOL block
Cc1cc(C)c(C(=O)N2CCC(CC(=O)NCc3ccccc3C)CC2)[nH]1 | -1 | -5
COC(=O)c1ccc(S(=O)(=O)N2CCN(c3ccc([N+](=O)[O-])cn3)CC2)n1C | · | -15
N#CC(=Cc1ccco1)c1ccc([N+](=O)[O-])cc1 | · | -4&-5
O=C(O)c1cc(N=Cc2nc(-c3ccc(Cl)cc3)oc2O)ccc1O | 19 | 0
CN1CCCc2cc(C(CNC(=O)C(=O)NC3CCCCC3)N(C)C)ccc21 (stereo not given) | 5 | -4
COc1ccc(CNC(=O)C2(C)Cc3ccccc3C(=O)N2Cc2ccc(C)cc2)cc1 (stereo not given) | 3 | 11
Cc1ccc(C)c(S(=O)(=O)Nc2ccc(O)cc2)c1 | 9 | -2
CC(C)C[C@H]1COc2cc(Br)ccc2S(=O)(=O)N1Cc1cn(Cc2ccc(C(F)(F)F)cc2)nn1 | 1 | 4
C=C(C)COc1ccc2c(=O)c(Oc3ccccc3OCC)coc2c1 | -4 | -8
COC(=O)c1c(NC(=O)c2ccco2)sc2c1CCC2 | -19 | 7
CC1=CCC(c2nnc(C)o2)C(c2ccc(Cl)cc2)C1 (stereo not given) | 4 | 0
COc1ccc(-c2ncc3c(n2)CCN(C(=O)c2cc(C)cc(C)c2)C3)cc1 | -2 | -3
COc1cc(/C=C2\C(=O)NN(c3ccccc3)C2=O)ccc1OCCOc1ccc(C)cc1 | 14 | -1
O=C(Nc1c2c(nn1-c1ccc([N+](=O)[O-])cc1)CSC2)c1cccc(C(F)(F)F)c1 | 57* | 6
COCCNC1=NCCNC12CCN(S(=O)(=O)c1ccc(Cl)s1)CC2 | 3 | 14
COc1ccc(-c2nc3s/c(=C\c4ccccc4OC)c(=O)n3n2)cc1 | 6 | -2
COC(=O)CCN(Cc1ccco1)S(=O)(=O)c1ccc(F)cc1Br | 2 | -1
O=C(Nc1ccc2c(c1)OCCO2)C1CCN(C(=O)c2ccccc2)CC1 | 4 | -8
Cc1ccn2cc(C(=O)NC3CCCC3)nc2c1 | -6 | -3
O=C1CC(N2CCN(c3ccc([N+](=O)[O-])cc3)CC2)C(=O)N1c1ccccc1F (stereo not given) | 25 | -2
CCOc1ccc(CN2CCCC2c2cc(C)no2)cc1OC (stereo not given) | 3 | 2
NC(=O)c1ccc[n+](CC(=O)c2ccc(Cl)cc2)c1 | 4 | 0
CCCC1c2ccc(C)n2CCN1C(=O)Nc1cc(Cl)ccc1C(=O)OC (stereo not given) | 1 | 4
O=C(Nc1cccc(-c2nc3ccccc3[nH]2)c1)c1ccccc1Cl | 1&16 | -5&-3
Cc1cc(C)cc(C(=O)N2CCN=C2SCc2ccccc2C)c1 | 9 | 2
Cc1nc(Cl)c(C(=O)NCc2ccccc2)c(C)c1[N+](=O)[O-] | 3 | -2
COc1ccc(/C=c2\sc3n(c2=O)CN(c2ccc4c(c2)OCO4)CN=3)cc1 | 12 | 1
CCn1cc(-c2ccc(C)cc2)cc1C(=O)NCCCN1CCOCC1 | 18 | -14
O=C(Cc1ccc(F)cc1)Nc1nnc(-c2ccco2)o1 | -9 | -3
CN(C)c1ccc(/C=C2/N=C(c3ccc(Br)o3)OC2=O)cc1 | 14 | -1
Cc1ccc(S(=O)(=O)N2CCC(C(=O)O)CC2)c2nsnc12 | -6 | -8
CC1CC(=O)N(c2ccc(NCCc3ccccn3)c([N+](=O)[O-])c2)C1=O (stereo not given) | 6 | -13
COc1ccc(CCNC(=O)c2ccc3c(c2)nc2n3CCCCC2)cc1OC | 7 | 4
COc1ccc(Br)cc1C1=N/C(=C/c2ccco2)C(=O)O1 | 1 | -8
Cc1ccc(S(=O)(=O)N(C)c2ccc(OCC(=O)NCc3ccco3)cc2)cc1 | -1 | -14
O=C(NCCCN1CCOCC1)c1ccc2c(c1)OCO2 | -12 | 7
Cc1c(C)c(C)c(S(=O)(=O)NN(C)c2ccc(C#N)cc2[N+](=O)[O-])c(C)c1C | · | -6
COc1ccc(-c2cc(C(F)(F)F)n3ncc(C(=O)NCCCN4CCOCC4)c3n2)cc1 | 22 | -3
Cc1ccc(Cl)cc1NC(=O)c1c(C)sc2c(=O)n(C3CC3)cnc12 | 2 | 0
O=S(=O)(NC1CCCC1)c1cccs1 | -2 | -3
O=C(NCC(O)(c1ccccc1)C(F)(F)F)c1ccccc1Br (stereo not given) | -16 | -5
N#Cc1c(-c2ccc3c(c2)OCO3)c(C#N)c2nc3ccccc3n2c1N | 24 | 0
COc1ccc(-n2cc(C(=O)NC(C)C)nn2)cc1 | -8 | -1
CN(CC(=O)Nc1ccc2c(c1)OCCO2)S(=O)(=O)c1ccc(Br)cc1 | -8 | -3
Cc1cccc(-n2cc3c(=O)n(C)c(=O)n(C)c3c2)c1 | 8 | 0
CN(C)c1ccc(/C=C2\SC(=O)N(CNc3cccc(Cl)c3)C2=O)cc1 | 28 | -6
CCN1CCN(C(=O)c2ccccc2N2CCC(NC(=O)C(C)(C)C)CC2)CC1 | 11 | -9
NS(=O)(=O)c1ccc(N2CCCC2=O)cc1 | 0 | -5
Cc1ccccc1/C=C1/C(=N)N2N=C(C(C)C)SC2=NC1=O | 1 | 0
Cc1ccc(-n2nnc(C(=O)O)c2-c2ccccn2)cc1 | -3 | -2
OCCN1CN=C(SCc2ccccc2)NC1 | 3 | -1
CC(=O)N1N=C(c2ccc(Cl)cc2)OC12CCCC2 | -14 | -57
CCc1ccc(C(O)CN2CCN(c3ncccn3)CC2)cc1 (stereo not given) | -4 | -1
COc1ccc(C(CCN2CCN(c3ccccc3)CC2)c2c(O)cc(OC)cc2OC)cc1 (stereo not given) | 72* | -7
Cc1cc(C)c(NC(=O)c2cccc(I)c2)c(C)c1 | -16 | -3
CN1c2ccccc2C(=O)NC12CCN(C(=O)c1ccc(F)c(F)c1)CC2 | -11 | -1
COc1ccc(Cl)cc1S(=O)(=O)NCC1(O)CCc2ccccc21 (stereo not given) | -7 | -10
COc1ccc(-n2nc3cc(C)c(NC(=O)c4cccnc4Cl)cc3n2)cc1 | -3 | -3
CCC1=NN(C(=O)c2cccc(Cl)c2)C(O)(C(F)(F)F)C1 (stereo not given) | -4 | 4
CN(c1ccc(C(=O)Nc2ccccc2C(=O)N2CCCC2)cc1)S(=O)(=O)c1ccccc1 | 5 | 2
